Screens from PubChem BioAssay.
RmlCD inh 1536: M. tuberculosis RmlC/RmlD coupled enzyme inhibitors, primary screen, biochemical, compound mixtures, 384-well, from 1536-well plates; dTDP-4-dehydrorhamnose reductase (Mycobacterium tuberculosis (strain ATCC 25618 / H37Rv)) …; RmlC+RmlD coupled enzyme assay, percent inhibition; primary screen in compound mixtures; inhibition, % at 3.6 µM; hit rate 0.03% among 160,000; AID 1533, 2009; in the data active = inhibition mostly above about 34%, no sharp cut-off; inconclusive = no clear call, values can overlap the other calls; inactive = mostly below about 22%; note: some results filed as inactive read as strong as hits
Target sequence (P9WH09 whole entry, looked up): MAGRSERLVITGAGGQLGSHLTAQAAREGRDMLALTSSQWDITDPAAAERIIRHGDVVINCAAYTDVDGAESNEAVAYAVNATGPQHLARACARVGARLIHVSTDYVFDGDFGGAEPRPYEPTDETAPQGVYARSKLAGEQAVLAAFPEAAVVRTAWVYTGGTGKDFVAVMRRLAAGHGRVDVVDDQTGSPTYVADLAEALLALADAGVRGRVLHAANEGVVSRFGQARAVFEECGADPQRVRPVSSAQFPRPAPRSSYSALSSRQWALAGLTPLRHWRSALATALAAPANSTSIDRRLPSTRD
Target sequence (P9WH11 whole entry, looked up): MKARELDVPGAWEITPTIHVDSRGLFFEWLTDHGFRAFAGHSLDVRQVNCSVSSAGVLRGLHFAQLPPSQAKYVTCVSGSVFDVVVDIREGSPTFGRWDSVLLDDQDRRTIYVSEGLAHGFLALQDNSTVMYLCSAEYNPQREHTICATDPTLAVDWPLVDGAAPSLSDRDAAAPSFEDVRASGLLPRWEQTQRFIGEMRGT
M. tuberculosis GlmU: inhibition of mycobacterial GlmU enzyme – biochemical, glucosamine-1-phosphate acetyltransferase (AID 1376) | M. tuberculosis GlmU acetyltransferase enzyme assay; higher % means a stronger effect | inhibition, %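 (tested at 30 µM in the primary screen)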; hits with a dose series show IC50 in µM | hit rate 0.25% among 220,000 | Bifunctional protein GlmU (Mycobacterium tuberculosis (strain ATCC 25618 / H37Rv)); in the data active = inhibition above about 13%; inconclusive = no clear call, values can overlap the other calls;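 note: 0% = complete reaction with vehicle and 100% = reaction without substrate; strong numbers were not always called active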
* hit, by the source's call; ? = inconclusive; nt = not tested or not shown. These rows are one share of the data; count on the stated rates, not on these rows.

Values run as follows: RmlCD inh 1536 | M. tuberculosis GlmU
> CC(C)C(=O)Nc1ccc(C(=O)N/N=C/C2CC3C=CC2C3)cc1 (stereo unspecified)
 : 2 | 2.0%
> CC(=O)c1cccc(NC(=S)Nc2ccn(Cc3cccc4ccccc34)n2)c1
 : 5 | -2.6%
> S=C(Nc1ccccc1Cl)N1CCCCC1
 : -6 | -0.5%
> O=C(O)Cc1sc(N/N=C\c2ccccc2)nc1-c1ccccc1
 : 3 | -0.7%
> O=C(NNc1nc(-c2ccccc2)cs1)c1cccs1
 : 21 | 3.7%
> CC1=CC(C)C2C(=O)N(O)C(=O)C2C1 (stereo unspecified)
 : nt | 1.9%
> CCOC(=O)CSc1nc2c(cnn2-c2ccc(C)cc2)c(=O)[nH]1
 : ? | 1.3%
> CCCn1c(=O)c2c(nc(Br)n2CCC)n(C)c1=O
 : nt | -9.7%
> C=CCSc1nnc(-c2cc(Br)ccc2N)c(=O)[nH]1
 : 13 | 2.7%
> Cc1ccc(Cn2ncn3c(cc4ccccc43)c2=O)cc1
 : -4 | 3.5%
> COc1cc(CCCN2C(N)=NC[C@@H]2Cc2ccccc2)cc(OC)c1OC
 : 7 | 0.8%
> Cc1ccc(C2N(c3ccc(Cl)cc3)C(=O)N3CCCN23)cc1 (stereo unspecified)
 : -9 | -2.5%
> CS(=O)(=O)N(CC(=O)N1CCCCCC1)Cc1ccc(Cl)cc1
 : 105 | 5.3%
> Cn1c(C(C(=O)NCC2CCCO2)N(CCc2ccccc2)C(=O)Cn2nnc3ccccc32)nc2ccccc21 (stereo unspecified)
 : -4 | 2.9%
> CCOC(=O)N1CCN(C(=O)c2ccc(N(Cc3ccccc3)S(C)(=O)=O)cc2)CC1
 : -7 | -1.7%
> CCN(c1ccc(C)c(C)c1)S(=O)(=O)c1c(C)[nH]c(=O)[nH]c1=O
 : nt | 1.9%
> Cn1c(SCC(=O)N2c3ccccc3Sc3ccccc32)nnc1-c1ccco1
 : nt | 3.0%
> CNc1c(N)n(Cc2ccccc2)c(=O)[nH]c1=O
 : nt | 3.9%
> Clc1cccc(-c2nc3nc4ccccc4nc3n2Cc2ccccc2)c1
 : -12 | 7.3%
> C=CCOc1c(Br)cc(CNc2ccc(NC(=O)CCC)cc2)cc1OCC
 : 3 | -1.1%

Next results follow.
Values run as follows: RmlCD inh 1536 | M. tuberculosis GlmU
> Cc1c(Cl)cccc1NC(=S)/C(=C(\[O-])c1ccc(Cl)s1)[n+]1ccccc1
 : -8 | 8.0%
> Cc1nc(SCC(=O)Nc2ccc3c(c2)OCO3)c(C#N)c2c1CCCC2
 : nt | -3.7%
> O=C(CSc1nnc(-c2ccccc2)c(-c2ccccc2)n1)Nc1ccc(Br)cn1
 : -12 | -2.3%
> O=C(COc1ncnc2c(Cl)cc(Cl)cc12)NCCC1=CCCCC1
 : 11 | -2.2%
> OCCN(CC#CCC(O)(c1ccccc1)C1CCCC1)CCO (stereo unspecified)
 : -8 | -1.7%
> CC1N(O)C2CCCCCC2N1O (stereo unspecified)
 : nt | 1.8%
> Cn1c(=O)c2c(nc(NCc3ccco3)n2C/C=C/c2ccccc2)n(C)c1=O
 : nt | 0.6%
> CC(=O)NCC12CC3CC(C1)CC(C(=O)O)(C3)C2
 : -2 | 4.7%
> CCOc1ccc(-c2[nH]ncc2Oc2cccc(OC)c2)c(O)c1
 : 6 | 1.4%
> COC(=O)c1ccc(S(=O)(=O)N2CCCC2)o1
 : -5 | 0.3%
> CCOC(=O)C1(CC2CC2)CCN(C(=O)c2ocnc2C)CC1
 : -6 | 1.4%
> COc1ccc(CNC(=O)C2CCN(S(C)(=O)=O)CC2)c(OC)c1
 : 8 | 2.2%
> O=C(COC(=O)CNC(=O)c1ccccc1F)NCC(F)(F)F
 : -12 | -0.8%
> CCN(CC)S(=O)(=O)c1ccc(NC(=O)c2ccc(CN3CCOCC3)cc2)cc1
 : nt | -6.4%
> CCC1(CC)C(=O)Nc2ccccc21
 : nt | 2.8%
> c1ccc2sc(NC3=NCCN3)nc2c1
 : nt | 1.9%
> O=C(Cn1cc2c(n1)CCCC2)N1CCCC1
 : 6 | 4.6%
> Cc1ccc(OCC(=O)Nc2ccc3c(c2)OCO3)cc1C
 : 4 | -2.2%
> O=C(O)c1ccc(N=NN2CCCC2)cc1
 : 5 | -6.1%
> CC(NC(=O)c1ccc(Cl)s1)C1CCCO1 (stereo unspecified)
 : 2 | -2.9%

Additional entries.
Values run as follows: RmlCD inh 1536 | M. tuberculosis GlmU
> O=C(O)c1cc(N/N=C/c2ccc(N3CCOCC3)cc2)ccc1Cl
 : 6 | 1.4%
> Cc1ccc(Nc2c(-c3ccco3)nc3ccccn23)cc1
 : 8 | 1.0%
> Cc1cc(SCC(=O)Nc2cccc(S(=O)(=O)NC3=NCCCCC3)c2)nc2ccccc12
 : 7 | -1.6%
> O=C(COc1ccccc1)N1CCN(CCN2C(=O)c3cccc4cccc(c34)C2=O)CC1
 : 6 | 0.0%
> COC(=O)c1cccnc1NC(=S)NNC(=O)c1ccncc1
 : 3 | -2.2%
> CCN(C(=O)Cc1ccccc1OC)c1nnc(-c2ccncc2)s1
 : nt | -0.6%
> Cc1ccc(-n2c(C)cc(/C=C3/C(=O)NC(=O)N(Cc4ccco4)C3=O)c2C)cc1
 : 1 | -5.5%
> CCOC1(C)OCC(=O)[C@]2(CCC3C4CCC5=CC(=O)C=CC5(C)C4C(=O)CC32C)O1 (stereo partly specified)
 : nt | -3.0%
> CCOC(=O)Cc1csc(NC(=O)CSc2ccc(Br)cc2)n1
 : -1 | 7.9%
> COC(=O)c1ccc(CSc2nc3sc4c(c3c(=O)n2C)CCCC4)o1
 : 40 | -5.8%
> COc1ccc(/C=N/NC(=O)c2ccc(Cl)cc2)cc1COC(C)=O
 : nt | 3.8%
> COc1ccc2nc(N3C(=O)/C(=C/c4ccc(Cl)cc4)NC3=S)sc2c1
 : 1 | 3.9%
> COc1ccccc1CNC(=O)c1ccc(OCC2CCCO2)cc1 (stereo unspecified)
 : 7 | -4.2%
> COC(=O)c1cc(NS(=O)(=O)c2ccc(NCc3cccnc3)c([N+](=O)[O-])c2)cc(C(=O)OC)c1
 : 14 | -3.8%
> O=C(Nc1ccc(F)cc1)N(CCCN1CCOCC1)Cc1cc2cc3c(cc2[nH]c1=O)OCO3
 : -5 | nt
> CC(C)(C)c1ccc(C(=O)NCC(=O)OCN2C(=O)c3ccccc3C2=O)cc1
 : nt | -4.7%
> COc1ccc(OCC(=O)N2CCN(c3nnc(-c4ccccc4)c4ccccc34)CC2)cc1
 : nt | 4.0%
> COc1ccc(S(=O)(=O)N(CC(=O)N2CCN(C)CC2)C2CCCCC2)cc1OC
 : -2 | -1.4%
> Cc1ccc(C)c(OCCCCCn2ccnc2)c1
 : 65 | -6.8%
> COc1ccc(/C=C(/C(=O)c2ccc(Cl)cc2Cl)n2cncn2)cc1
 : 12 | 2.5%

The list goes on:
Values run as follows: RmlCD inh 1536 | M. tuberculosis GlmU
> O=C(NCC(c1ccco1)N1CCCCC1)C(c1ccccc1)c1ccccc1 (stereo unspecified)
 : 6 | 0.1%
> O=C(NCCn1cc(SCc2ccc(F)cc2)c2ccccc21)c1ccccc1F
 : nt | 5.9%
> Cc1cc(C)c2[nH]c(=O)c(CN(CC3CCCO3)C(=O)C3CCCO3)cc2c1 (stereo unspecified)
 : 13 | -1.1%
> Cc1ccccc1NC(=S)N(Cc1cccnc1)Cc1ccccc1Cl
 : 7 | -2.3%
> CCn1c(=NC(=O)c2cccc(N3C(=O)CCC3=O)c2)sc2c(C)ccc(OC)c21
 : nt | 4.2%
> N#CCSc1nnc(Cc2cccc3ccccc23)n1C1CCCCC1
 : 15 | -0.4%
> O=S(=O)(CS(=O)(=O)c1ccc(Cl)cc1)c1ccc(Cl)cc1
 : 3 | 0.1%
> CCOc1cccc2cc(C(=O)Nc3cc(C)on3)c(=O)oc12
 : -7 | 0.1%
> O=C(NNc1cc(N2CCCC2)nc(N2CCCC2)n1)c1ccc([N+](=O)[O-])cc1
 : 7 | 2.8%
> O=C(NCCCN1CCN(CCCNC(=O)c2ccc(F)cc2)CC1)c1ccc(F)cc1
 : nt | -4.2%
> COc1ccc(Nc2cc(C(=O)NCc3ccco3)c3ccccc3n2)cc1
 : -7 | 0.6%
> Cc1ccc(NC(=O)c2ccc(S(=O)(=O)NCC3CCCO3)cc2)cc1 (stereo unspecified)
 : nt | 4.3%
> Cc1ccc(CN2CCN(Cc3nc4c(s3)CCCC4)CC2CCO)cc1 (stereo unspecified)
 : -8 | 2.8%
> OCCN(CC#CC(O)(c1ccccc1)c1cccc(F)c1)CCO (stereo unspecified)
 : 9 | 9.9%
> COc1ccc(N2C(=O)NC(=O)/C(=C/c3cccc(OC(=O)c4cccs4)c3)C2=O)cc1Cl
 : -5 | 3.3%
> CCOc1cc(/C=C2/NC(=O)N(CC(=O)Nc3cccc(C)c3)C2=O)ccc1O
 : nt | -1.7%
> O=C(NCc1ccco1)c1cc2sccc2n1Cc1ccccc1
 : nt | -1.6%
> CC(C)CCNC(=O)Cc1csc(-c2ccccc2)n1
 : -14 | -3.6%
> O=C(Nc1ccc(F)cc1)c1ccc(-n2cncn2)c([N+](=O)[O-])c1
 : 11 | -5.2%
> Cc1ccc(S(=O)(=O)Oc2ccc3c(c2)O/C(=C\c2cccnc2)C3=O)cc1
 : -19 | -1.3%

Looked up by compound from the entries so far, 6 records:
Values run as follows: RmlCD inh 1536 | M. tuberculosis GlmU
> Cc1ccc(NC(=O)c2ccc(S(=O)(=O)NCC3CCCO3)cc2)cc1 (stereo unspecified)
 : nt | 4.3%
> Cc1cc(C)c2[nH]c(=O)c(CN(CC3CCCO3)C(=O)C3CCCO3)cc2c1 (stereo unspecified)
 : 13 | -1.1%
> O=C(NCCCN1CCN(CCCNC(=O)c2ccc(F)cc2)CC1)c1ccc(F)cc1
 : nt | -4.2%
> CCn1c(=NC(=O)c2cccc(N3C(=O)CCC3=O)c2)sc2c(C)ccc(OC)c21
 : nt | 4.2%
> Cc1ccccc1NC(=S)N(Cc1cccnc1)Cc1ccccc1Cl
 : 7 | -2.3%
> O=S(=O)(CS(=O)(=O)c1ccc(Cl)cc1)c1ccc(Cl)cc1
 : 3 | 0.1%

(list continues)
Values run as follows: RmlCD inh 1536 | M. tuberculosis GlmU
> COc1cccc(Nc2cc(C)nc3nc(C)nn23)c1
 : -4 | 0.4%
> Cc1ccc2c(c1)c1c(n2CC(O)CN2CCCCC2C)CCCC1 (stereo unspecified)
 : -4 | -0.6%
> COc1ccc(/C=N/NC(=O)c2cccc([N+](=O)[O-])c2)cc1OS(=O)(=O)c1ccc(C)cc1
 : -10 | -1.1%
> O=C(O)c1ccc(/C=C2\SC(=S)N(Nc3ccccc3)C2=O)cc1
 : 10 | 3.6%
> O=C1CCCC(O)=C1C=Nc1ccc2c(c1)oc1ccccc12
 : nt | -1.0%
> c1ccc(C2CCC(N3CCNCC3)CC2)cc1 (stereo unspecified)
 : -4 | -3.9%
> CC(=O)c1c(N2CCN(Cc3ccc4c(c3)OCO4)CC2)nc(=S)n(-c2ccccc2)c1C
 : 7 | -0.7%
> COCCCNC(=O)CN(c1cc(Cl)cc(Cl)c1)S(C)(=O)=O
 : -5 | 4.5%
> O=C(CCN1C(=O)c2ccccc2S1(=O)=O)Nc1nc2c(s1)CCCC2
 : 30 | 2.1%
> COc1ccc(NC(=O)CC2C(=O)N(c3cccc(OC)c3)C(=O)N2C2CCCCC2)cc1 (stereo unspecified)
 : 6 | 0.8%
> COc1cnc(-c2ccccc2)nc1Oc1ccc(Cl)cc1C
 : 7 | 2.0%
> Cc1cc(C(=O)O)oc(=O)c1
 : -7 | -1.4%
> CC(C)Oc1ccc(CCC(=O)NNC(=O)CCC(=O)O)cc1
 : -7 | 2.5%
> CCN(CC)C(=O)C1CCN(c2ncnc3c2cnn3-c2ccc(C)cc2C)CC1
 : 9 | 8.2%
> Cc1cc(C)c2c(N)c(C(=O)NNC(=O)c3ccccc3)sc2n1
 : 11 | -3.9%
> COc1ccc(S(=O)(=O)N/N=C(/C)c2cccc(NC(=O)c3ccccc3Cl)c2)cc1
 : -8 | nt
> O=C(/C=C/c1c(F)cccc1Cl)NCc1ccco1
 : 5 | 7.6%
> O=C(Nc1ccc([N+](=O)[O-])cc1)c1cncc(Br)c1
 : 6 | 7.1%
> COc1ccccc1CN1CN(S(=O)(=O)c2ccccc2)c2nc3ccccc3nc21
 : -11 | -2.0%
> c1cncc(-c2nnc(SCc3cccc4ccccc34)o2)c1
 : 9 | nt

(list continues)
Values run as follows: RmlCD inh 1536 | M. tuberculosis GlmU
> Cc1nn(C)c(C(=O)NN)c1Cl
 : 8 | 2.6%
> FC(F)C(F)(F)C(F)(F)C(F)(F)c1cc(-c2ccccc2)n[nH]1
 : 18 | 0.5%
> Cc1cccc(N2CC(O)(c3cccs3)[N+]3=C2CCCC3)c1 (stereo unspecified)
 : 82 | 4.4%
> C=CCNc1ccc(C(=O)O)cc1
 : -12 | 1.0%
> c1ccc(NCc2cccnc2)cc1
 : nt | -0.3%
> COc1ccc(CN(CC(=O)NCC2CCCO2)C(=O)CCC(=O)Nc2cc(C)ccn2)cc1 (stereo unspecified)
 : -6 | -0.5%
> N/C(=N\OC(=O)CCCc1ccccc1)c1ccc([N+](=O)[O-])cc1
 : -10 | 4.8%
> Cc1cccc(-n2c(SCC(=O)Nc3nnc(C)s3)nnc2-c2ccoc2C)c1
 : 3 | 3.9%
> O=C1CCCN1c1ccc(S(=O)(=O)Nc2cccnc2)cc1
 : -18 | -6.0%
> COc1ccc(C(=O)NCc2nnc(SCC(=O)N3CCc4ccccc43)n2Cc2ccccc2)cc1
 : 1 | -0.6%
> COc1ccc(C(C(=O)NCC2CCCO2)N(C(=O)CNC(=O)c2cccs2)c2ccccc2)cc1OC (stereo unspecified)
 : -8 | 2.1%
